Source: PubChem BioAssay
ARNT TACC3 PPI: disruptors of human ARNT/TACC3 interaction | AlphaScreen His-ARNT PAS-B/GST-TACC3 binding, luminescence; TACC3 fragment carries E629A point mutation | AID 623870 | actives 0.66% (n = 390,000) | inhibition, % at 9.99 µM;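 active = mean inhibition of replicates at least 50% and at least half of replicates each reaching 50%; inconclusive = half or more replicates reach 50% but mean below 50%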;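 note: 0% = complete ARNT plus TACC3 wells and 100% = ARNT alone without TACC3; many hits fall short of the cut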
RAD54 branch: blocks human RAD54 Holliday junction branch migration. FAM/BHQ fluorescence. inhibition, % at 10.4 µM. actives 0.14% (n = 360,000). AID 602329;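 active = mean normalized replicate activity at least 40 and at least half of replicates scoring 40 or more; inconclusive = only one of the two criteria met; inactive = mean below 40 and under half of replicates reaching 40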;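 note: 0% = median of neutral control wells and 100% = median of positive control wells; inhibitors cause a drop in the FAM fluorescence signal; in these data hits start at about 50%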
PglD inh: inhibitors of Campylobacter jejuni PglD acetyltransferase; purified PglD enzyme, DTNB colorimetric CoA detection; inhibition, % at 12.5 µM; actives 0.098% (n = 360,000); in the data active = inhibition above about 16%, passing the limit was not always enough; inconclusive = no clear call, values can overlap the other calls; note: strong numbers were not always called active
RAD52 anneal inh: inhibitors of human RAD52 DNA annealing; inhibition, % at 18.7 µM; P43351; actives 0.46% (n = 360,000); recombinant RAD52 DNA annealing, FRET fluorescence;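 active = every replicate showing at least 50% inhibition; inconclusive = mean inhibition at least 50% but not in every replicate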
ERp5 block: inhibitors of human ERp5 | Q15084 | ERp5 insulin aggregation, absorbance 650 nm, 90 min | inhibition, % at 9.99 µM | actives 0.05% (n = 350,000) | AID 651711;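 active = mean replicate inhibition above about 25%, with every replicate also reaching it, limit read from the data, passing the limit was not always enough; inconclusive = only one of those two criteria met; inactive = neither criterion met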
Target sequence (Q15084 whole entry, looked up): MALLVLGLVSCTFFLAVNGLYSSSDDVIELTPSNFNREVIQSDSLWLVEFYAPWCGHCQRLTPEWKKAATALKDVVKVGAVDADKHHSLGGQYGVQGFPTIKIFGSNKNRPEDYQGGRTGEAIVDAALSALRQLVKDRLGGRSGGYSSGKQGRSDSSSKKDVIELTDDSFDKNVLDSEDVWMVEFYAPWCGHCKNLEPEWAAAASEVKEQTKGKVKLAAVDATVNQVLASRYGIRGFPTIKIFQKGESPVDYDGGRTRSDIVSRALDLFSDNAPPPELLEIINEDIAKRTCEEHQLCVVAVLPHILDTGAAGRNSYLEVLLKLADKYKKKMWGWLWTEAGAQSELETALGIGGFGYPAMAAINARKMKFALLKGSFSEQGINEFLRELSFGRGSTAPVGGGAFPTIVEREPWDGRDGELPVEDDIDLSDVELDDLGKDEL
CASP6 VEID inh: blocks human caspase-6 cleavage activity; P55212; purified caspase-6, Z-VEID-R110 cleavage fluorescence; inhibition, % at 12.5 µM; actives 0.53% (n = 350,000); AID 686996;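 active = mean inhibition across replicates at least about 35%, with every replicate also reaching that limit, limit read from the data; inconclusive = only one of the two criteria met; inactive = neither criterion met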;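 note: 0% = median of neutral control wells and 100% = no fluorescence left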
Target sequence (P55212 24-179 limits assumed): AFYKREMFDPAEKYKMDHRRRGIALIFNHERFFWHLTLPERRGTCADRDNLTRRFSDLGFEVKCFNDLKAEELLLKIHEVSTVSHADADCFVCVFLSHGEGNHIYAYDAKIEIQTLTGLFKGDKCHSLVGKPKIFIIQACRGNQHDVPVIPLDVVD
Target sequence (P55212 194-293 limits assumed): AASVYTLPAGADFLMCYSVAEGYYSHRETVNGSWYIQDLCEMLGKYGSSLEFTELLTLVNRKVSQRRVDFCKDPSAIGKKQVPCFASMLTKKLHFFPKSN
E-selectin induc: induces E-selectin expression in human endothelial cells; actives 0.37% (n = 260,000); P16581; AID 686992; activation, % at 7.58 µM; HUVEC E-selectin immunofluorescence imaging; normalized: neutral wells 0, TNF-alpha wells 100;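 active = mean E-selectin-positive cell signal at least 10% of the positive control, reached in at least 60% of replicates, without over 20% cell loss; inconclusive = no rule given, readout overlaps actives, possibly toxicity-flagged; inactive = the rest, including those meeting only one limit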;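 note: in these data hits start at about 27%; measured in HUVEC primary endothelial cells; signal is the percent of cells scored E-selectin positive by PE staining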
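material = human umbilical vein endothelial cells (HUVEC), E-selectin induction | quantity = 3,000 cells/well | medium = EGM-2 growth medium on 0.1% gelatin-coated wells | technique = immunofluorescence imaging | read-out basis = % PE-positive cells | control set = TNF-alpha positive control, DMSO neutral control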
esBAF inh: inhibitors of esBAF chromatin remodeling in mouse ES cells; Bmi1-luciferase knock-in reporter, 24 h; 100% = twice the neutral-well signal; reporter increase, % at 12.5 µM; actives 2% (n = 350,000); in the data active = activation above about 40%; inconclusive = no clear call, values can overlap the other calls;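 note: 0% = median of the plate's neutral control wells and 100% = double that signal; a rise in the Bmi1 reporter signal indicates esBAF inhibition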
The depositor's hits bear a star.

`CC(NC(=O)c1ccccc1F)c1ccccc1` (stereo not given) gave ARNT TACC3 PPI 20, RAD52 anneal inh -2, ERp5 block -6, CASP6 VEID inh 0 and E-selectin induc 0.1.
CCCc1cc(N2CCOCC2)n2nc(C)c(-c3ccccc3)c2n1 was read as RAD54 branch -5, PglD inh 3, RAD52 anneal inh -7, ERp5 block -4, CASP6 VEID inh 0 and esBAF inh -2.
For Cc1nc(C(C)NC(=O)CCc2nnc(Cc3c[nH]c4ccccc34)o2)cs1 (stereo not given) the results were ARNT TACC3 PPI -1, RAD52 anneal inh -6, ERp5 block -2 and CASP6 VEID inh -2.
Screening COc1ccc(S(=O)(=O)N(C)C[C@H]2Oc3ccc(NC(=O)CCC(F)(F)F)cc3C(=O)N([C@H](C)CO)C[C@H]2C)cc1 returned ARNT TACC3 PPI -5, RAD54 branch 0, PglD inh -2, RAD52 anneal inh 5, ERp5 block -3, CASP6 VEID inh -1, E-selectin induc inconclusive and esBAF inh -3.
`C[C@@H]1CN([C@H](C)CO)C(=O)Cc2cc(NC(=O)Nc3ccc(F)cc3)ccc2O[C@H]1CN(C)C(=O)NC1CCCCC1` gave ARNT TACC3 PPI -2, RAD54 branch 13, PglD inh -1, RAD52 anneal inh -4, ERp5 block 1, CASP6 VEID inh 2, E-selectin induc -0.2 and esBAF inh -1.
For CCC(C(=O)NC1CCCCC1)n1c(SCc2ccc(F)cc2)nc2ccncc21 (stereo not given) the results were ARNT TACC3 PPI -8, RAD54 branch -4, PglD inh 0, RAD52 anneal inh -6, ERp5 block 1, CASP6 VEID inh -2, E-selectin induc 2.1 and esBAF inh 15.
Screening CCOC(=O)C1C(c2ccc(C)o2)NC(=O)NC1(O)C(F)(F)F (stereo not given) returned ARNT TACC3 PPI 3, RAD54 branch -12, PglD inh 2 and E-selectin induc 2.6.
`C[C@@H]1CN([C@H](C)CO)S(=O)(=O)c2ccc(C#CC3(O)CCCC3)cc2O[C@@H]1CN(C)C(=O)Cc1ccccc1` gave ARNT TACC3 PPI 0, RAD54 branch 5, PglD inh -4, RAD52 anneal inh 16, ERp5 block 2, CASP6 VEID inh -1, E-selectin induc 0.1 and esBAF inh 2.
For COc1ccc(S(=O)(=O)Nc2ccc3c(c2)C(=O)N([C@@H](C)CO)C[C@@H](C)[C@H](CN(C)Cc2ccncc2)O3)cc1 the results were ARNT TACC3 PPI -3, RAD54 branch 3, PglD inh 1, RAD52 anneal inh -6, ERp5 block 8, CASP6 VEID inh 1, E-selectin induc 0.0 and esBAF inh -6.
`C=CCN1C(=O)C(C)S/C1=N\S(=O)(=O)c1ccc(Cl)cc1` (stereo not given) gave ARNT TACC3 PPI 23, RAD54 branch -2, PglD inh 3 and E-selectin induc 1.7.
For CC(C)N1CCN(c2ccc(OCC3COC(Cn4cncn4)(c4ccc(Cl)cc4Cl)O3)cc2)CC1 (stereo not given) the results were ARNT TACC3 PPI 29, RAD52 anneal inh 22, ERp5 block 4, CASP6 VEID inh -3 and E-selectin induc -0.7.
Screening CCOc1ccccc1NC(=O)Cn1nnc(C(=O)NCCc2ccc(OCC)c(OCC)c2)c1N returned ARNT TACC3 PPI 3, RAD54 branch -1, PglD inh 2, RAD52 anneal inh -10, ERp5 block 3, CASP6 VEID inh -3 and esBAF inh 4.
COc1cc(C(=O)N/N=C/c2cccc(Oc3ccccc3)c2)ccc1O was read as ARNT TACC3 PPI 2, RAD54 branch -2, PglD inh 1, RAD52 anneal inh -19, ERp5 block -12, CASP6 VEID inh 3, E-selectin induc 0.2 and esBAF inh 4.
Screening CS(=O)(=O)N1CCC(C(=O)Nc2ccc(Br)cc2F)CC1 returned ARNT TACC3 PPI 1, RAD54 branch 8, PglD inh 0 and esBAF inh 1.
Screening CC1=NOC(=O)/C1=C\c1ccccc1 returned ARNT TACC3 PPI -5, RAD54 branch -12, PglD inh -5, RAD52 anneal inh -8, ERp5 block -5, CASP6 VEID inh 9 and esBAF inh 5.
`CCCOc1cc(C)c(S(=O)(=O)n2ccc(C)n2)cc1C` gave ARNT TACC3 PPI -1, RAD54 branch -17, PglD inh -312 and esBAF inh -1.
`CN1c2ccc(-c3ccccc3)cc2[C@H]2[C@H](CCN2C(=O)NC2CCCCC2)[C@@H]1CO` gave RAD52 anneal inh 40, ERp5 block -2, CASP6 VEID inh 1 and E-selectin induc -0.3.
For CN1CCN(c2ccc(CNC(=O)C3Cc4c(-c5ccccc5Oc5ccccc5)ccnc4O3)cc2)CC1 (stereo not given) the results were RAD54 branch 13, PglD inh -4, RAD52 anneal inh 16, ERp5 block 5, CASP6 VEID inh -8, E-selectin induc 0.2 and esBAF inh -8.
Screening C[C@H]1CN([C@@H](C)CO)C(=O)c2cccc(NC(=O)Nc3ccccc3)c2O[C@H]1CN(C)S(=O)(=O)c1ccccc1 returned RAD54 branch -6, PglD inh 2, RAD52 anneal inh -3, ERp5 block 1, CASP6 VEID inh 4, E-selectin induc -15 and esBAF inh 8.
`COc1ccc(S(=O)(=O)Nc2ccc3c(c2)C(=O)N([C@H](C)CO)C[C@@H](C)[C@H](CN(C)C(=O)CCC(F)(F)F)OCCCC[C@@H](C)O3)cc1` gave ARNT TACC3 PPI 9, RAD54 branch 1, PglD inh 3, RAD52 anneal inh 18, ERp5 block -1, CASP6 VEID inh -1, E-selectin induc 0.2 and esBAF inh 10.
CCOc1ccc(-n2cnnn2)cc1S(=O)(=O)NC1CC1 was read as ARNT TACC3 PPI -10, RAD54 branch 1, PglD inh 0 and esBAF inh -3.
For O=[N+]([O-])c1ccc(NC(=S)N2CCc3ccccc3C2)cc1 the results were ARNT TACC3 PPI 0, RAD54 branch -12, PglD inh 7, RAD52 anneal inh -7, ERp5 block inconclusive, CASP6 VEID inh 3 and esBAF inh 2.
For COc1ccc(CNC(=O)c2ccc(S(=O)(=O)N3CCOCC3)cc2)cc1 the results were ARNT TACC3 PPI 0, RAD52 anneal inh -2, ERp5 block 1, CASP6 VEID inh 2 and E-selectin induc -0.2.
`COc1ccc(CNC(=O)/C=C/c2cc([N+](=O)[O-])ccc2OC(F)F)cc1` gave ARNT TACC3 PPI -1, RAD54 branch -15, PglD inh -1, RAD52 anneal inh -12, ERp5 block 2, CASP6 VEID inh 3 and esBAF inh 5.
`O=C(Cc1ccc([N+](=O)[O-])cc1)N/N=C/c1ccc([N+](=O)[O-])o1` gave ARNT TACC3 PPI -1, RAD52 anneal inh -13, ERp5 block -2 and CASP6 VEID inh 5.
For C=C(C)C1(O)OC(=O)C=C1OC (stereo not given) the results were ARNT TACC3 PPI -24, RAD54 branch -9, PglD inh 9, RAD52 anneal inh -8, ERp5 block -2, CASP6 VEID inh 2 and esBAF inh 3.
COC(=O)CNC(=O)C(Cc1c[nH]c2ccccc12)NC(=O)Oc1ccccc1 (stereo not given) was read as ARNT TACC3 PPI 8, RAD52 anneal inh 1, ERp5 block 0, CASP6 VEID inh 2 and E-selectin induc -1.1.
Screening NC(=O)c1cccc(-c2csc(C(O)c3cccc(Cl)c3)n2)c1 (stereo not given) returned RAD54 branch 8, PglD inh -3, RAD52 anneal inh -3, ERp5 block 6, CASP6 VEID inh 6, E-selectin induc 0.1 and esBAF inh 4.
`CCC(=O)c1ccc(SC(=O)N(C)C)cc1O` gave ARNT TACC3 PPI -4, RAD54 branch -7, PglD inh -4, RAD52 anneal inh -4, ERp5 block 1, CASP6 VEID inh 1, E-selectin induc -0.1 and esBAF inh 9.
For Cn1c(/C=C/N2CCOCC2)c(C(=O)c2ccc(Br)cc2)c(=O)n(C)c1=O the results were ARNT TACC3 PPI 27, RAD54 branch -14, PglD inh -1 and esBAF inh -6.
For COc1cc(C(C)=O)ccc1OCC(=O)Nc1ccccc1N1CCCCC1 the results were ARNT TACC3 PPI -5, RAD54 branch -2, PglD inh 1, RAD52 anneal inh -4, ERp5 block 5, CASP6 VEID inh -6, E-selectin induc 1.0 and esBAF inh -11.
For CCCNC(=O)N(C)C[C@@H]1Oc2cc(C#CCOC)ccc2S(=O)(=O)N([C@H](C)CO)C[C@H]1C the results were ARNT TACC3 PPI -2, RAD54 branch -2, PglD inh 1, RAD52 anneal inh 2, ERp5 block 2, CASP6 VEID inh -2, E-selectin induc -0.8 and esBAF inh 2.
`C=C(c1ccccc1O)n1ccnc1` gave ARNT TACC3 PPI 3, RAD54 branch -1, PglD inh -4, RAD52 anneal inh -17, ERp5 block 2, CASP6 VEID inh 1, E-selectin induc 0.2 and esBAF inh -1.
`CO[C@H]1CN(C)C(=O)c2cc(NC(=O)NC(C)C)ccc2OC[C@H](C)N(C(=O)NC(C)C)C[C@H]1C` gave ARNT TACC3 PPI -7, RAD54 branch 5, PglD inh 4, RAD52 anneal inh -3, ERp5 block 4, CASP6 VEID inh 2, E-selectin induc -0.3 and esBAF inh -2.
Screening Nc1nonc1-n1nnc(C(=O)N/N=C/c2cccnc2)c1-c1ccccc1 returned ARNT TACC3 PPI -5, RAD54 branch 0, PglD inh 4, RAD52 anneal inh 2, ERp5 block -1, CASP6 VEID inh -1 and esBAF inh -3.
Screening Cc1nc2sc(C(c3ccco3)N3CC(C)OC(C)C3)c(O)n2n1 (stereo not given) returned ARNT TACC3 PPI -4, RAD54 branch -13, PglD inh -1 and esBAF inh -5.
CCCNC(=O)N(C)C[C@H]1Oc2ncc(-c3ccc(F)cc3)cc2C(=O)N([C@@H](C)CO)C[C@H]1C was read as ARNT TACC3 PPI -6, RAD54 branch 3, PglD inh 6, RAD52 anneal inh -15, ERp5 block 7, CASP6 VEID inh 2, E-selectin induc 0.3 and esBAF inh 1.
For CO[C@@H]1CN(C)C(=O)c2ccc(NC(=O)Nc3ccc4c(c3)OCO4)cc2OC[C@@H](C)NC[C@@H]1C the results were ARNT TACC3 PPI 16, RAD54 branch -11, PglD inh -3, RAD52 anneal inh -31, ERp5 block 2, CASP6 VEID inh -1, E-selectin induc -0.2 and esBAF inh 87*.
COC(=O)c1ccc(OC)c(CN2CCCN(Cc3ccc(F)cc3)S2(=O)=O)c1 was read as ARNT TACC3 PPI -9, RAD54 branch 4, PglD inh 1, RAD52 anneal inh -9, ERp5 block -2, CASP6 VEID inh 2, E-selectin induc 0.1 and esBAF inh -2.
For C[C@H](CO)N1C[C@H](C)[C@H](CN(C)C(=O)NC2CCCCC2)Oc2ccc(NC(=O)Cn3cnnn3)cc2C1=O the results were ARNT TACC3 PPI -5, RAD54 branch 6, PglD inh 1, RAD52 anneal inh -5, ERp5 block -2, CASP6 VEID inh -2 and esBAF inh -1.
For CC(C)NC(=O)N(C)C[C@H]1Oc2ccc(NS(=O)(=O)c3ccccc3)cc2CC(=O)N([C@@H](C)CO)C[C@H]1C the results were RAD54 branch 8, PglD inh -2, RAD52 anneal inh 18, ERp5 block 5, CASP6 VEID inh 3, E-selectin induc -0.5 and esBAF inh -1.
`COc1cc(OC)cc(C(=O)N[C@H](C(=O)Nc2cc(F)ccc2C)C(C)C)c1` gave RAD52 anneal inh -6, ERp5 block 2, CASP6 VEID inh -2 and E-selectin induc -0.1.
`COc1cccc(CC(=O)Nc2nc3ccccc3[nH]2)c1` gave ARNT TACC3 PPI 1, RAD54 branch -1, PglD inh 2, RAD52 anneal inh -16, ERp5 block 4, CASP6 VEID inh -3, E-selectin induc 8.4 and esBAF inh 7.
Screening CC(C)NC(=O)CN(c1cccc(Br)c1)S(C)(=O)=O returned ARNT TACC3 PPI -1, RAD54 branch 2, PglD inh 5 and esBAF inh 8.
